Compound activity: PubChem BioAssay, several laboratories
Fibroblast inh: blocks proliferation of human lung fibroblasts | viability, % at 10 µM | hit rate 1.1% among 85,000 | LL 47 human lung fibroblast viability, ATP luminescence; active compounds read low;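 active = viability at or below 50% in the single dose screen; inactive = viability above 50%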;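 also: compound exposure lasted 72 h before the ATP readout; 100% = median luminescence of untreated cell-only wells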
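Signal: luminescent ATP detection, CellTiter-Glo; assay system: LL 47 human lung fibroblasts; input: 1,150 cells/well; incubation: overnight cell rest, 72 h compound treatment at 37 °C; measure: % viability versus median cells-only luminescence; medium: IMEM growth medium with 15% fetal bovine serum; dosing: compound addition at 0.1% DMSO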
CD11b adhes enh: increases human CD11b/CD18 adhesion to fibrinogen | P05107+P11215 | K562 CD11b/CD18 adhesion to fibrinogen, ATPlite luminescence | activation, % at 10 µM | hit rate 0.07% among 93,000 | AID 1499;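 active = 10 µM primary screen giving 50% or more activity, confirmed by 40% or more on retest at that dose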; also: strong numbers were not always called active
HUVEC inhibit: inhibitors of human endothelial cell proliferation; hit rate 1.1% among 86,000; HUVEC proliferation, CellTiter-Glo luminescence, 72 h; active compounds read low; viability, % at 10 µM (by protocol);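 active = viability at or below 30%; inactive = viability above 30%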;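 also: 100% = median luminescence of DMSO-only cell control wells on each plate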
MT1-MMP txn act: activates MT1-MMP transcription. HT1080 MT1-MMP promoter luciferase reporter, luminescence, overnight; active compounds read high. activation factor at 10 µM. hit rate 0.16% among 86,000;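 active = activation factor of at least 2 for MT1-MMP transcription at 10 µM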
Smad3 FoxH1 inh: Smad3 (human) transcription factor binding inhibition; P84022; TR-FRET Smad3/Dy647-FoxH1 peptide binding, europium anti-His; inhibition, % at 25 µM; hit rate 0.29% among 88,000; AID 630;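 active = compounds that reduce the energy-transfer binding signal between the protein and its labelled peptide by more than half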;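 also: 0% = Smad3 plus labelled peptide maximal FRET and 100% = peptide-only background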
Target sequence (P84022 whole entry, looked up): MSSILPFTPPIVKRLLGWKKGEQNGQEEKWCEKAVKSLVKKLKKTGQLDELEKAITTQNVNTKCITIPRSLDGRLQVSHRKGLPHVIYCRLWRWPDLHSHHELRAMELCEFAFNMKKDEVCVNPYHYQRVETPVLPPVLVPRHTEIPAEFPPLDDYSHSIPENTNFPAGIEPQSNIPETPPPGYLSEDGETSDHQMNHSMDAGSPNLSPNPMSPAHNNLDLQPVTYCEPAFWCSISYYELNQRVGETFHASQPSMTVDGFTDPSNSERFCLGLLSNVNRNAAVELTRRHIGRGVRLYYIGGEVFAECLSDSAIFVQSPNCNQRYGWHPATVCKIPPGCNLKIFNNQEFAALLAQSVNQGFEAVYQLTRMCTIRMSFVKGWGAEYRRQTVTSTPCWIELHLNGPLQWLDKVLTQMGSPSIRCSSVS
ERa coact inh: ER-alpha (human) coactivator binding inhibition; P03372; TR-FRET ER-alpha LBD / SRC-1 peptide, estradiol-bound; inhibition, % at 25.6 µM; hit rate 1.7% among 86,000; AID 629; in the data active = inhibition above about 50%;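 also: 0% = receptor plus peptide control and 100% = peptide only without receptor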
ERb SRC1 inh: ER-beta (human) coactivator binding inhibition | Q92731 | TR-FRET ER-beta LBD / SRC1-Cy5 peptide binding; receptor agonist-loaded with 1 µM estradiol | inhibition, % at 25.6 µM | hit rate 1.3% among 86,000 | AID 633;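 active = compounds whose percent inhibition of the receptor-coactivator binding signal exceeds about 50% in the single-dose screen, limit read from the data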;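 also: 0% = receptor plus peptide wells without compound and 100% = peptide-only wells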
Target sequence (Q92731 whole entry, looked up, the tested form may be a part): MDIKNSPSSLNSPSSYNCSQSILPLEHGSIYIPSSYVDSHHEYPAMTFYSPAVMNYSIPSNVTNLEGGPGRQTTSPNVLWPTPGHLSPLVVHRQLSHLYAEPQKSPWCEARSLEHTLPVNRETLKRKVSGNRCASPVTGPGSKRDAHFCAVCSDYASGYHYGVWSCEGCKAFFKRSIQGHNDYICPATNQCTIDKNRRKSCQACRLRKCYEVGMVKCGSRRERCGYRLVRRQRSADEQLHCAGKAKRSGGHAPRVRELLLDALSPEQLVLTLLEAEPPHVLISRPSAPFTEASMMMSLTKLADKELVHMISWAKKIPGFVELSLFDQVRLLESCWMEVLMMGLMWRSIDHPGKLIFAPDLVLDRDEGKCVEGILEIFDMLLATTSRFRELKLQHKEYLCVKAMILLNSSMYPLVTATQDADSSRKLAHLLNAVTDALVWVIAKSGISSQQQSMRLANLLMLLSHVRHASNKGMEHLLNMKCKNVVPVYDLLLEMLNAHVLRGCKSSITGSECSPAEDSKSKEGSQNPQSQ
ERa coact pot: ER-alpha (human) coactivator binding potentiation; TR-FRET ERalpha-LBD/SRC-Cy5 coactivator binding, 2 h; 100 = basal binding, no effect; coactivator binding (% of control), % at 25.6 µM; hit rate 1.3% among 86,000; AID 639; in the data active = activity above about 200%;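 also: binding measured in presence of low estradiol as agonist stimulus; 0% = peptide alone without receptor and 100% = receptor with peptide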
H69AR inhibit: blocks growth of human H69AR lung tumor cells. H69AR lung tumor viability, ATP luminescence, 72 h; active compounds read low. viability, % at 10 µM. hit rate 6% among 85,000. AID 598;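 active = viability at or below 40%; inactive = viability above 40%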;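 also: multidrug resistant small cell line overexpressing MRP-1 efflux transporter; 100% = mean luminescence of untreated control wells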
The depositor's hits bear a star; nt = no result given; [ ] = dose if it differs, or a comment. Not all compounds are listed (hit frequency here may not be typical).

SMILES	Fibroblast inh	CD11b adhes enh	HUVEC inhibit	MT1-MMP txn act	Smad3 FoxH1 inh	ERa coact inh	ERb SRC1 inh	ERa coact pot	H69AR inhibit
COc1ccc(CC(=O)c2ccccc2C(=O)O)cc1	99	-2	95	1.1	7	-2	-2	107[fluorescence artefact?]	103
Cc1nc(C2CC(=O)OC23CCCCC3)cs1 (centres undefined)	93	-2	99	1	2	3	7[fluorescence artefact?]	126	89
CCOC(=O)N1CCN(C(=O)COc2ccc(S(=O)(=O)NC(C)C)cc2)CC1	94	-4	98	1.1	8	-8	-14	122	84
CCOC(=O)CC(=O)CSc1nc(N)c(C#N)c(-c2ccc(Cl)cc2)c1C#N	101	-1	90	1.2	5	15[fluorescence artefact?]	19[fluorescence artefact?]	220*[fluorescence artefact?]	86
FC(F)(F)c1cc(-c2ccc(Cl)cc2)nc2ncnn12	103	-1	85	0.9	-9	9	-3	108	72
CC1CCC(C(C)C)C(OC(=O)COC(=O)c2cccn2C)C1 (centres undefined)	100	0	113	1.2	6	-3	-7	88	88
COc1cccc(N(C(=O)CNC(=O)c2ccco2)C(C(=O)NC2CCCCC2)c2ccncc2)c1 (centres undefined)	101	4	108	1.2	6	-2	1	114	97
COc1cc(NC(=O)c2cc(OC)c(OC)c(OC)c2)c(OC)cc1NC(=O)CN1CCCCC1	98	8	88	1.1	-5	2	14	118	62
CCOC(=O)c1c(C)oc2ccc(OCc3cc(C(=O)OC)oc3C)cc12	108	3	94	1.3	-5	2	1	79	86
Cc1coc(C)c1C(=O)CC1(O)C(=O)Nc2cc(Cl)cc(Cl)c21 (centres undefined)	91	-3	92	1.1	3	2	2	87	98
Cc1nn(Cc2ccccc2Cl)c2sc(C(=O)NCc3ccc4c(c3)OCO4)cc12	94	-2	85	1.2	-2	5	-1	99	48
COc1ccccc1-c1coc2c(CN3CCN(CCO)CC3)c(O)ccc2c1=O	104	nt	105	0.9	5	-7	-6[fluorescence artefact?]	116	86
Cn1c2c(c(=O)n(C)c1=O)C(c1ccc(Br)cc1)Nc1ccccc1O2 (centres undefined)	98	-1	93	1	-1[fluorescence artefact?]	-2	-5[fluorescence artefact?]	80[fluorescence artefact?]	87
Cn1c(=O)n(C)c2cc(C(=O)O)ccc21	96	-2	87	1	-1	-3	-9	116	101
CCCNS(=O)(=O)c1ccc(OCC(=O)N2CCOCC2)cc1	98	nt	90	1.3	-5	-24	-28[fluorescence artefact?]	104	105
O=C(NC1CCCCC1)c1nc2c(nnn2Cc2ccccc2Cl)c(=O)[nH]1	108	nt	86	1.1	7	4	-1	109	87
O=C(CSc1nc2c(cnn2-c2ccc(F)cc2)c(=O)[nH]1)N1CCOCC1	101	-4	89	1.2	-3	1[fluorescence artefact?]	0[fluorescence artefact?]	101	80
Cn1nc(CC(=O)Nc2ccc(N3CCN(C(=O)OC(C)(C)C)CC3)cc2)c2ccccc2c1=O	96	nt	70	0.9	0	72*[fluorescence artefact?]	39	68[fluorescence artefact?]	37*
Cc1noc(C)c1C(=O)N1CCN(CCc2ccccc2)CC1	nt	9	107	1.2	3	-10	-9	106	89
N#Cc1c(N)sc(=S)c2c1CCCCC2	96	-1	85	1	10	36	57*[fluorescence artefact?]	51	89
CCN(CC)S(=O)(=O)c1ccc(S(=O)(=O)N(CC(=O)Nc2ccccc2)CC2CCCO2)cc1 (centres undefined)	97	nt	95	1.1	14[fluorescence artefact?]	-4	1	99	86
O=C(CSc1nccn1-c1cccc(Cl)c1)Nc1ccc2c(c1)OCCO2	110	0	111	1.1	-6	-3	-4	90	94
CN(C)C(=O)Cn1cnc2c(cnn2-c2ccccc2Cl)c1=O	94	4	103	1	-3	-8	-6	118[fluorescence artefact?]	96
COC(=O)Nc1ncc(CN2CCC(c3ccccc3)CC2)s1	98	nt	90	1.1	7	-14	1	105	87
O=C1CC(c2ccccc2)CC(O)=C1C=NCCN1CCN(C(=O)Nc2ccccc2)CC1 (centres undefined)	100	0	88	1.1	3	-36	-27	94	95
COc1ccc(OC)c(S(=O)(=O)N(C)CC(=O)Nc2ccc3c(c2)OCCO3)c1	104	0	102	1.1	-15	4	8[fluorescence artefact?]	103	91
O=C(NCCc1ccccc1)C1CCN(C(=O)c2sccc2-n2cccc2)CC1	97	1	97	1.1	11	-8[fluorescence artefact?]	-4[fluorescence artefact?]	101	87
O=C(Nc1ccccc1F)NC1CCN(Cc2nnnn2Cc2ccc(F)cc2)CC1	104	2	85	1	12	-11	-1[fluorescence artefact?]	124	81
Cc1nn(Cc2c(Cl)cccc2Cl)c(C)c1NC(=O)c1cc(C(C)C)on1	35*	1	72	1.3	1	-4	7	105	7.7*
COC(=O)c1cccc(NC(=O)c2cccc(OC)c2)c1	100	0	96	1.3	-4	-4	-5	114[fluorescence artefact?]	73
CCOC(=O)Cc1c(C)nc2c(-c3ccccc3)c[nH]n2c1=O	94	3	76	0.9	-10	-14	3[fluorescence artefact?]	92[fluorescence artefact?]	41
Nc1nc(CSc2nnnn2-c2ccc(F)c(Cl)c2)nc(N2CCOCC2)n1	93	nt	87	1.1	6	10	6[fluorescence artefact?]	97	97
CCCc1cc(=O)oc2c(CN3CCCC3)c(O)c(Cl)cc12	97	-2	89	1.1	14	2	8	106	86
Cc1ccc2c(CSc3nc4ccccc4c(=O)n3CCCO)cc(=O)oc2c1	98	nt	76	1.3	13	3	3	137	67
CCc1ccc(NC(=O)C2CC=CCC2C(=O)O)cc1 (centres undefined)	104	-2	117	1.2	1	-10	4	101	91
CSc1ccc(CNc2ccccn2)cc1	102	0	105	1.5	3	7	5[fluorescence artefact?]	113	103

3 neighbouring compounds out of the list so far, for reference:
SMILES	Fibroblast inh	CD11b adhes enh	HUVEC inhibit	MT1-MMP txn act	Smad3 FoxH1 inh	ERa coact inh	ERb SRC1 inh	ERa coact pot	H69AR inhibit
Cc1ccc2c(CSc3nc4ccccc4c(=O)n3CCCO)cc(=O)oc2c1	98	nt	76	1.3	13	3	3	137	67
CCc1ccc(NC(=O)C2CC=CCC2C(=O)O)cc1 (centres undefined)	104	-2	117	1.2	1	-10	4	101	91
CSc1ccc(CNc2ccccn2)cc1	102	0	105	1.5	3	7	5[fluorescence artefact?]	113	103

(continued)
SMILES	Fibroblast inh	CD11b adhes enh	HUVEC inhibit	MT1-MMP txn act	Smad3 FoxH1 inh	ERa coact inh	ERb SRC1 inh	ERa coact pot	H69AR inhibit
COc1ccc(C(=O)N2CCCC(c3ccccc3)C2)cc1 (centres undefined)	96	1	104	1.2	11	2	-1	104	96
Cc1cccc(C(=O)CC(=O)c2cc(Cl)ccc2O)c1	31*	-7	3.3*	0.9	20	5	8	68[fluorescence artefact?]	18*
O=C(CSc1nc2c(sc3ccccc32)c(=O)n1CCc1ccccc1)NCc1ccco1	103	2	74	1.2	-11	26[fluorescence artefact?]	28	167	96
COc1ccc(C2C(C#N)=C(N)Oc3n[nH]c(C)c32)cc1Cn1nnc2ccccc21 (centres undefined)	nt	-2	82	1.1	-8	1	7	112	63
CCC(=NCc1ccccc1)C1=C(O)C(C(=O)OC)C(C)(C)CC1=O (centres undefined)	97	0	98	1.1	-18	11	17	109	nt
NC(=O)C(F)(F)C12OC3C4C5CC(C6C5C3C61)C42 (centres undefined)	100	2	105	1.1	3	2	-2	130	91
O=C(CN1C(=O)c2ccccc2C1=O)OCN1C(=O)c2ccccc2C1=O	105	nt	111	1.1	2	-2	-6[fluorescence artefact?]	105	100
CCOc1ccc(-c2nn3c(-c4ccc(OC)cc4)nnc3s2)cc1	102	8	106	1.3	-21	-82[fluorescence artefact?]	-11[fluorescence artefact?]	677*[fluorescence artefact?]	84
O=C1CC(c2ccc(F)cc2)C2=C(CCCC2=O)N1 (centres undefined)	111	-3	111	1	8	0[fluorescence artefact?]	-1[fluorescence artefact?]	104	91
CCCOc1ccc(NC(=O)c2c(-c3ccccc3)noc2C)cc1	96	1	68	1.1	-4	4	-8	101	87
CSc1ccccc1NC(=O)Cn1c(-c2cscn2)nc2ccccc21	86	3	84	1.1	-3	-5	7	140	89
CCCCC(=O)Nc1ccc(F)c(Cl)c1	101	-2	107	1	3	-3	1	106	96
CCN1CC=C2C(C#N)=C(N)C(C#N)(C#N)C(c3cc(Cl)ccc3Cl)C2C1 (centres undefined)	84	-3	63	1.1	-3	16	15	69[fluorescence artefact?]	57
CCC(C)NC(=O)CSc1nc2n[nH]c(C)c2c(=N)n1-c1ccc(OC)cc1 (centres undefined)	94	-2	90	1	7	1	-4	117	73
CCN(CC)CCCN1C(=O)CSC1c1ccc2c(c1)OCO2 (centres undefined)	90	0	91	1.1	-3	-6	-5	105	111
CC(=O)c1ccc(NC(=O)C2CCN(S(=O)(=O)c3cccc4cccnc34)CC2)cc1	97	1	92	1.1	5	-1	-8	118[fluorescence artefact?]	90
CC(C)Oc1cccc(-c2cc(C(=O)N3CCN(S(C)(=O)=O)CC3)c3ccccc3n2)c1	97	-2	89	1.3	3	-9	-4	111	24*
CN(Cc1cnn(C)c1)C(=O)c1sc2cccc(Cl)c2c1Cl	102	-4	105	1	-21	0	0	93	89
COc1ccc(C)cc1-n1nnnc1SCc1csc(C)n1	93	3	81	1	1	-3	-3	112[fluorescence artefact?]	88
C=CCn1c(SC(C)CC)nc(O)cc1=O (centres undefined)	95	0	92	1.1	16	-1	-4	98	98
Cc1ccc(C)c(OCCCCn2ccnc2)c1	92	-2	87	1.1	14	6	-3	98	95
Cc1cccc(-c2nc(C#N)c(NC3CCCCC3)o2)c1	102	2	102	1.7	-3	5	-4	103	71
O=S(=O)(c1ccc(C2CCCCC2)cc1)N1CCN(c2ncccn2)CC1	96	3	81	nt	12	1	-8	128	90
O=C(CS(=O)(=O)c1c[nH]c2ccccc12)N1CCCc2ccccc21	96	-2	103	nt	-11	-1	-4	120	93
O=S(=O)(c1ccccc1)N1CCN(CC(O)COc2ccc3c(c2)CCC3)CC1 (centres undefined)	104	-3	93	nt	4	2	-6	106	44
O=C(C1CC1)N1CCc2cc(Br)cc(S(=O)(=O)NCc3ccccn3)c21	96	1	92	1.2	11	-4	-1	111	100
COC(=O)CSc1cc(C)nc(NC(C)=O)n1	105	2	98	1.2	-2	8	11	89	106
Cc1cc(NC(=O)CSc2nc(C(C)C)nc3sc4c(c23)CCC(C)C4)no1 (centres undefined)	11*	nt	39	1.3	5[fluorescence artefact?]	-15[fluorescence artefact?]	-6[fluorescence artefact?]	269*[fluorescence artefact?]	6.0*
CCOC(=O)C1=C(C)NC(=O)NC1c1cccc(OC)c1OCc1ccccc1Cl (centres undefined)	87	-1	73	1.1	11	-2	8[fluorescence artefact?]	113	92
CCN(CC)S(=O)(=O)c1ccc(-c2nnc(SCc3nnc(-c4ccc(C)cc4)o3)o2)cc1	77	4	33	1	2	-6	-6	115	3.3*
Cc1nnc(N2CCN(c3ccccc3)CC2)[nH]c1=O	92	-3	91	1	8	-6	-4	101	103
O=C(Nc1ccc2c(c1)OCCO2)C1CCCN(S(=O)(=O)c2cnc[nH]2)C1 (centres undefined)	97	0	102	1.1	2	-5	3	108	93
O=c1[nH]c2ccccc2nc1NCCN1CCOCC1	97	1	99	1	-1	-3	-6	151[fluorescence artefact?]	91
Cc1cc(-c2nc3c4c5c(sc4[nH]c(=O)n3n2)CCC5)c(C)o1	98	78	80	1.2	7	97*[fluorescence artefact?]	96*[fluorescence artefact?]	5[fluorescence artefact?]	73
